Source: PubChem
KAT2A inh = inhibitors of human GCN5L2 histone acetyltransferase. Q92830. 390,000 tested, 0.21% active. Potency, µM (series often up to 58.9 µM), for inactives: at the top dose activity change, negative = inhibition, hits mostly inhibitors. GCN5L2 HAT assay, ThioGlo1 CoA-SH fluorescence. AID 504327
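ThioGlo1-coupled HAT assay: 20nM GCN5L2, 70uM acetyl-CoA, 75uM H3(1-25) peptide, pH 7.5. Fluorescence read at 340/540nm at start and after 20 min at room temperature.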
N370S GC = N370S glucocerebrosidase modulation, Gaucher chaperone candidate; P04062; N370S GC spleen homogenate, 4MU-glucoside fluorescence; Potency, µM (doses to about 59.4 µM), inactives show at the top dose activity change, negative = inhibition, actives largely listed as inhibitors; 330,000 tested, 0.092% active; AID 2101;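 further: 0% = full enzyme activity and -100% = no enzyme basal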
FEN1 inh = blocks human flap endonuclease 1; P39748; Recombinant FEN1 flap cleavage, fluorescence, 15 min; Potency, µM (top dose mostly 114 µM), for the others: at the highest dose activity change, negative = inhibition, actives largely listed as inhibitors; 390,000 tested, 0.35% active; AID 588795; further: nearly all actives have a fitted effect of over 65% in size
Target sequence (P39748 whole entry, looked up): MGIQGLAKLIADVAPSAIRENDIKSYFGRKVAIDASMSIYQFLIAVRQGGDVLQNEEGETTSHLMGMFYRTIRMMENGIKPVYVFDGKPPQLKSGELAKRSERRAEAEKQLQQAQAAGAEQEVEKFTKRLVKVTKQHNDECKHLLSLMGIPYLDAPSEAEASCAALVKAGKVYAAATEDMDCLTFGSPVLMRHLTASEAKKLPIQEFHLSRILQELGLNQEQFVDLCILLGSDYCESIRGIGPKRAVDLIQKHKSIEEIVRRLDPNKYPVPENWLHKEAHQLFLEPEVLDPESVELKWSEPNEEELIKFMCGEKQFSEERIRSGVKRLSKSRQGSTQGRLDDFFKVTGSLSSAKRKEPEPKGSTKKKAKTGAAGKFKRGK
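Concentration–response screening of FEN1 (10 nM): 15 min compound preincubation at room temperature, reaction started with 50 nM substrate and read at 0 and 15 min. Corrected, normalized data were fitted by a four-parameter Hill equation.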
The depositor's hits bear a star; ? = inconclusive; / = no result given; & = joins results of further samples; [ ] = dose if it differs, or a comment. The call rests on the fitted dose curve; in most records, active means well fitted curve in the direction sought with a large enough effect; inconclusive means small, poorly fitted or top-dose-only effect, or another doubt; inactive means no such curve, though single readings can be large; an effect the other way counts as inactive or inconclusive. Unless noted, on the % scale 0 is the no-effect control and ±100 the full control effect; potency means the concentration at half of the fitted maximal effect. No enrichment for hits; about 0.54% have a hit in one of these screens.

The opening 3 entries (preview)
Value order – FEN1 inh | N370S GC | KAT2A inh
- Cc1cc([N+](=O)[O-])ccc1NC(=O)Nc1ccccc1F
→ 1% | 1% | 0%
- Cc1ccc2c([N+](=O)[O-])c(C)ccc2n1
→ -1% | 5% | -25%
- CC1=C(C(=O)OC(C)C)C(c2ccccc2)NC(=S)N1C (stereo not drawn)
→ 0% | 0% | 2%

The listing, from the first entry:
Value order – FEN1 inh | N370S GC | KAT2A inh
- Cc1cc([N+](=O)[O-])ccc1NC(=O)Nc1ccccc1F
→ 1% | 1% | 0%
- Cc1ccc2c([N+](=O)[O-])c(C)ccc2n1
→ -1% | 5% | -25%
- CC1=C(C(=O)OC(C)C)C(c2ccccc2)NC(=S)N1C (stereo not drawn)
→ 0% | 0% | 2%
- CCc1nnc(NC(=O)C2c3ccccc3Oc3ccccc32)s1
→ 0% | 5% | 1%
- CCn1nnnc1SCC(=O)c1ccc(C)cc1C
→ 6% | 18% | 1%
- CC1CCCCN1CCNC(=O)Cn1nc(-c2ccccc2)ccc1=O (stereo not drawn)
→ -2% | -1% | -1%
- O=C(COC(=O)COc1ccccc1)Nc1cccc([N+](=O)[O-])c1
→ 3% | -6% | 5%
- Cc1c(Cl)cccc1NC(=O)COC(=O)CCc1nc2ccccc2n1-c1ccccc1
→ 2% | -4% | -2%
- Cc1nc(C(=O)NC2CCCCC2)sc1C1(C)CC(c2cccc([N+](=O)[O-])c2)=NO1 (stereo not drawn)
→ -7% | ? | -25%
- COc1cc(OC)c(NC(=O)Cc2cccs2)cc1Cl
→ -2% | -1% | 1%
- COc1ccc(N2C(=O)c3cccc4cc(Br)cc(c34)C2=O)cc1
→ 1% | -17% | -5%
- Cc1ccc(NC(=O)CSc2ccc3nnc(CCNS(=O)(=O)c4ccccc4)n3n2)cc1Cl
→ -18% | / | -6%
- OC(CNCc1ccccc1F)COc1cccc2ccccc12 (stereo not drawn)
→ -18% | ? | -4%
- CC(NC(=O)c1ccc(NC(=O)CC2SC(N3CCCC3)=NC2=O)cc1)c1ccccc1 (stereo not drawn)
→ -5% | / | -4%
- CCCn1c(N)c(N(CCOC)C(=O)CSc2ccccc2)c(=O)[nH]c1=O
→ -3% | / | 2%
- CCOc1ccc(CCNC(=O)CCN2N=C(c3ccc(OC)cc3)CCC2=O)cc1OCC
→ 12% | / | -4%
- O=S(=O)(NCc1csc(-c2cccnc2)n1)c1cccs1
→ 21% | -3% | 0%
- COc1ccc(Cn2nnnc2C(c2cc3cccc(C)c3[nH]c2=O)N2CCOCC2)cc1 (stereo not drawn)
→ 4% | 0% | -4%
- O=c1[nH]c2ccc(Br)cc2c(-c2ccccc2)c1CN1CCOCC1
→ ? | -25% | -1%
- O=C(COc1ccc(F)cc1)Nc1ccc2nc(SCC(=O)N3CCc4ccccc43)sc2c1
→ 19% | / | -8%
- COc1cc(NC(=O)Cc2ccccc2OC)cc(OC)c1
→ -2% | 13% | 1%
- COc1cc(NC2c3ccccc3C(=O)N2Cc2ccc3c(c2)OCO3)cc(OC)c1OC (stereo not drawn)
→ 12% | 10% | -6%
- COC(=O)c1ccccc1Oc1c(F)c(F)nc(N2CCOCC2)c1F
→ -20% | 10% | -3%
- Cc1ccc2[nH]c(CN3CCC(CO)(CC4CCCCO4)CC3)c(C)c2c1 (stereo not drawn)
→ -7% | 1% | -5%
- CCN1CCN(CCCOc2ccc(-c3ccccc3)cc2)CC1
→ -3% | ? | 1%
- C=CCN(c1cccc(C(F)(F)F)c1)S(=O)(=O)c1cccc(C(=O)OCC(=O)Nc2ccccc2)c1
→ -15% | 13% | -16%
- CCc1cccc(C)c1NC(=O)Nc1c(Br)cnn1C
→ 13% | -8% | -3%
- CC1Cc2ccccc2N1C(=O)COC(=O)c1ccc(Br)o1 (stereo not drawn)
→ 12% | -1% | -8%
- CC1(C)C(=O)NCCN1C(=O)c1ccc2nc(Cc3ccccc3F)oc2c1
→ -2% | -17% | -7%
- Cc1nc2ccc(NC(=O)Cc3c(F)cccc3Cl)cc2s1
→ 20% | 10% | -13%

Following part.
Value order – FEN1 inh | N370S GC | KAT2A inh
- O=C(CC(Cc1ccccc1)C(=O)O)Nc1cccc(C(F)(F)F)c1 (stereo not drawn)
→ 0% | -3% | -10%
- O=C(Nc1ccc(-c2nc3ccccc3o2)cc1)c1ccc(N2C(=O)C3C4C=CC(C4)C3C2=O)cc1 (stereo not drawn)
→ -10% | 9% | 1%
- O=C(Cn1c(=O)c2cccn2c2ccc(F)cc21)N1CCN(c2ccccc2)CC1
→ 10% | / | 0%
- O=C(CN(C(=O)c1csnn1)c1ccc(Cl)cc1)NCc1ccc2c(c1)OCO2
→ -2% | -4% | 2%
- COc1cccc(CN(C)CC2CCCN(CCc3ccccc3C)C2)c1 (stereo not drawn)
→ 15% | -5% | 0%
- Cc1ccc(C)c(NC(=S)N2CCN(CCO)CC2)c1
→ 7% | -5% | -5%
- Cc1c(C(=O)N(Cc2ccccc2F)C2CCS(=O)(=O)C2)oc2ccccc12 (stereo not drawn)
→ 12% | / | -6%
- Cc1ccc(NC(=O)N2CCCC2C(=O)NCc2ccc(Cl)cc2)cc1 (stereo not drawn)
→ 13% | -5% | -9%
- CN1CCN(NC(=O)c2cc(S(=O)(=O)Nc3ccc(Cl)cc3)ccc2Cl)CC1
→ -5% | -4% | 0%
- CCC(C)NC(=O)CCc1nc2ccccc2n1-c1ccccc1 (stereo not drawn)
→ 0% | -24% | 0%
- COc1ccc(Nc2ncc(F)c(N3CCOCC3)n2)cc1
→ -18% | -1% | -4%
- CC(=O)Nc1ccc(SCC(=O)c2cc(C)n(C)c2C)cc1
→ 3% | -2% | 0%
- CCCNC(=O)NC(=O)COC(=O)c1cccc(NS(=O)(=O)c2ccc(F)c(F)c2)c1
→ 17% | 7% | -3%
- CCCCN1CC(=O)N2[C@H]3c4cc(C)ccc4OC[C@@H]3[C@H](C(=O)OCC)[C@]2(C)C1=O
→ 12% | / | -4%
- COCCn1c(N)c(N(Cc2ccccc2)C(=O)c2ccc3ccccc3c2)c(=O)[nH]c1=O
→ 1% | 18% | -22%
- CCc1ccc(OCC(=O)Nc2ccc(Cl)c(-c3nc4cc(C)cc(C)c4o3)c2)cc1
→ 15% | / | 2%
- CCN(CC)CCN1C(=O)C(=O)/C(=C(/O)c2c(C)[nH]c(C(=O)OC)c2C)C1c1ccc(OC)cc1 (stereo not drawn)
→ -9% | -9% | -7%
- CC(C)(C)C1CCC(OCC(O)CN2CCCC2)CC1 (stereo not drawn)
→ 22% | 15% | -12%
- O=C(CCCn1c(=O)[nH]c2cc(Cl)ccc2c1=O)NC1CCCCCCC1
→ 0% | -23% | -6%
- CC(C(=O)Nc1ccc(F)c(F)c1F)N1CCCCCC1 (stereo not drawn)
→ 9% | 5% | -1%
- Cc1ccccc1OCCC(=O)Nc1cccc(S(=O)(=O)Nc2ccccc2Cl)c1
→ -10% | ? | -12%
- CCOc1ccccc1N=C1NC(=O)CS1
→ -3% | 3% | -5%
- COc1ccc2c(CC(=O)Nc3ncc(C)s3)coc2c1
→ 14% | 2% | -3%
- Cc1cc(Nc2cc(Cl)ccc2C)n2nc(-c3ccccc3)nc2n1
→ 5% | / | -6%
- N[C@H](C(=O)O)[C@@H]1[C@@H](C(=O)O)C1(F)F
→ / | 1%&0% | -28%&-10%
- C=CCN1C(=O)C(Cc2ccc(SC(F)F)cc2)SC1=Nc1ccc(C(=O)O)cc1 (stereo not drawn)
→ 1% | 5% | -7%
- COc1cc2cc(/C=C/C(=O)c3ccco3)c(Cl)nc2cc1OC
→ -13% | -11% | -6%
- COc1ccc(CC(=O)N2CCN=C2SCc2ccc([N+](=O)[O-])cc2)cc1
→ -12% | -1% | -17%
- CCCCCCCCCCCC(=O)NC(Cc1ccc(OC)c([N+](=O)[O-])c1)C(=O)O (stereo not drawn)
→ -7% | 1% | -27%
- CCCCNC(=S)NNC(=O)c1ccoc1C
→ 5% | 2% | -12%

Other entries follow.
Value order – FEN1 inh | N370S GC | KAT2A inh
- CC(=O)N1CCN(S(=O)(=O)c2cccc(C(=O)Nc3nccs3)c2)CC1
→ -9% | 2% | -1%
- CCCN(C(=O)c1cn(CC)c2nc(C)ccc2c1=O)c1c(N)n(Cc2ccccc2)c(=O)[nH]c1=O
→ 1% | -19% | 1%
- Cc1ccc(-n2c(=O)c3sccc3n(Cc3cc(=O)n4ccccc4n3)c2=O)cc1
→ -1%&3% | 11% | -7%&27%
- CC(NC(=O)COc1ccc(Br)cc1)C1CCCO1 (stereo not drawn)
→ 7% | -1% | -20%
- Cc1cc(C)cc(NC(=S)N(CCN(C)C)Cc2cccs2)c1
→ -2% | ? | 2%
- NS(=O)(=O)c1ccc(CCNc2nc(CN3CCOCC3)nc3sc4c(c23)CCC4)cc1
→ -10% | -17% | 2%
- COC(=O)CCCC1=CC2=CC(=O)C(C)(OC(=O)c3cccs3)C(=O)C2=CN1c1ccccc1 (stereo not drawn)
→ -4% | -6%[12.8 µM] | /
- Cc1nnc(NC(=O)c2nc(SCc3ccccc3F)ncc2Cl)s1
→ 27% | / | -17%
- Cc1[nH]nc2c1C1(CCC(c3ccccc3)CC1)C(C#N)=C(N)O2 (stereo not drawn)
→ 10% | 0% | -10%
- CCCCC1(CC)C(=O)NC(=O)NC1=Nc1ccc(OC)cc1 (stereo not drawn)
→ -16% | -7% | -13%
- CC(=O)c1cccc(NC(=O)c2ccc3nc(C(C)C)oc3c2)c1
→ -13% | / | 0%
- COc1ccc(S(=O)(=O)N(C)C[C@H]2Oc3ccc(NC(=O)NC4CCCCC4)cc3C(=O)N([C@H](C)CO)C[C@@H]2C)cc1
→ 9% | / | -11%
- COc1cccc(-c2nn(Cc3ccccc3)cc2CO)c1
→ -3% | -1% | -6%
- CC1(C(=O)O)CC(C)(C(=O)O)CC(C)(C(=O)O)C1 (stereo not drawn)
→ 1% | 8% | -4%
- Nn1c(CN2CCCCC2)nc2ccccc2c1=O
→ -2% | -3% | -14%
- O=C(O)c1cccc(NC(=S)NC(NC(=O)c2ccccc2[N+](=O)[O-])C(Cl)(Cl)Cl)c1 (stereo not drawn)
→ 17% | -4% | -3%
- COc1ccc(OCc2cc(C(=O)N3CCCC(CO)C3)no2)c2ccccc12 (stereo not drawn)
→ 1% | 0% | -6%
- O=C(NC1CCCCCC1)C1CCCN(c2ncccn2)C1 (stereo not drawn)
→ 3% | 9% | -2%
- COc1ccccc1-c1nnc2n1N=C(c1ccc(OC(F)F)c(OCC3CC3)c1)CS2
→ -30% | / | -5%
- CCC(=O)Oc1ccc(-c2nc(-c3cccnc3)no2)cc1
→ -1% | -18% | -9%
- CCSc1nc(-c2cccc(Cl)c2)nc2c1Cc1c(CO)cnc(C)c1O2
→ -4% | / | -1%
- CCN(CC(=O)NCc1ccc(F)cc1)C(=O)c1ccc(COc2ccccc2)cc1
→ 14% | -17% | 0%
- O=C(Nc1ccc(Cl)cc1)C1C2CCC3C(CCC21)C3(Cl)Cl (stereo not drawn)
→ -10% | / | -3%
- Cc1ccc(-c2nnn3c2nc(Cl)c2ccccc23)cc1
→ 4% | 17% | -7%
- Cc1ccc(C(=O)N2CCN(C(=O)c3ccccc3)C2c2ccc(N(C)C)cc2)cc1 (stereo not drawn)
→ 2% | 8% | 0%
- CCc1cccc(C)c1NC(=O)CSc1nnc(C)o1
→ -1% | -6% | -17%
- O=C(NCCNCCO)C1(C(F)(F)F)C/C(=C\Cc2ccccc2)CCCO1 (stereo not drawn)
→ 19%&-19% | -14% | /
- COCc1nc2ccccc2n1CCc1ccccc1
→ 18% | -10% | -15%
- NC(=O)c1cc(S(=O)(=O)N2CCOCC2)ccc1N1CCCC1
→ -11% | -4% | 0%
- O=C(CSc1ncn[nH]1)NNC(=O)c1ccccc1
→ -2% | -1% | -3%

Other records
Value order – FEN1 inh | N370S GC | KAT2A inh
- CC(=O)c1c(COC(=O)c2ccc(Cl)cc2)nc2ccccc2[n+]1[O-]
→ -9% | 10% | 0%
- COc1ccccc1CNS(=O)(=O)c1cccc2nsnc12
→ 6% | -1% | -3%
- O=C(c1cc(-c2ccccc2Cl)nc2ccccc12)N1CCN(c2ccccn2)CC1
→ -12% | / | -2%
- CCOC(=O)CSc1nc2c(c(=O)n1-c1ccc(OCC)cc1)SCC2
→ 4% | 0% | -5%
- CC(C)(C)CN1CCNC(=O)C1CC(=O)NCCc1cnn(-c2ccccc2)c1 (stereo not drawn)
→ -10% | 15% | -5%
- O=C(c1cc2cc(Br)ccc2o1)N1CCN(c2ccccc2)CC1
→ -9% | 1% | -4%
- CCN1C(=O)/C(=C\N(C)C)S/C1=N\S(=O)(=O)c1ccccc1
→ -4% | 4% | -16%

Some of the entries so far, with each value named:
> CCN1C(=O)/C(=C\N(C)C)S/C1=N\S(=O)(=O)c1ccccc1
  FEN1 inh = -4%
  N370S GC = 4%
  KAT2A inh = -16%
> O=C(c1cc(-c2ccccc2Cl)nc2ccccc12)N1CCN(c2ccccn2)CC1
  FEN1 inh = -12%
  N370S GC = /
  KAT2A inh = -2%
> CC(C)(C)CN1CCNC(=O)C1CC(=O)NCCc1cnn(-c2ccccc2)c1 (stereo not drawn)
  FEN1 inh = -10%
  N370S GC = 15%
  KAT2A inh = -5%
